# Rac1 wt GTP bind = modulators of human Rac1 wildtype GTP binding | hit rate 0.27% among 190,000 | P63000 | GTP binding activity (% of control), % at 10 µM | GST-Rac1 beads, fluorescent GTP binding, flow cytometry; actives lie on both sides; 0 = cold GTP competed, 100 = untreated;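 active = GTP binding activity at least 20 points away from the 100% control level, either lower or higher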
# HRas wt GTP = changes GTP binding to wildtype human HRas. GST-Ras wt beads, Bodipy-FL-GTP binding, flow cytometry; actives lie on both sides. GTP binding activity, % at 10 µM. P01112. AID 759. hit rate 0.14% among 190,000;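 active = GTP binding activity at least 20% away from the 100% baseline, either lowered as inhibitor or raised as activator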;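 note: 0% = unlabeled GTP competition control and 100% = no-compound control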
# Target sequence (P01112 whole entry, looked up): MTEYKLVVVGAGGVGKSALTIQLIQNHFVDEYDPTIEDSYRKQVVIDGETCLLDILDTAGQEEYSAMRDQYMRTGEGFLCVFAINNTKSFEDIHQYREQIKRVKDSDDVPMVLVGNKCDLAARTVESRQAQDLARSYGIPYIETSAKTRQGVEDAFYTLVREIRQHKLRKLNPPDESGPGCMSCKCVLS
# Mcl-1 Bim block = human Bim-Mcl-1 interaction inhibition | Q07820 | Bead-based flow cytometry, Bim peptide-Mcl-1 binding | inhibition, % at 10 µM | hit rate 0.1% among 190,000; in the data active = inhibition above about 40%;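 note: 0% = no compound tracer wells and 100% = peptide blocker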
# Target sequence (Q07820 whole entry, looked up): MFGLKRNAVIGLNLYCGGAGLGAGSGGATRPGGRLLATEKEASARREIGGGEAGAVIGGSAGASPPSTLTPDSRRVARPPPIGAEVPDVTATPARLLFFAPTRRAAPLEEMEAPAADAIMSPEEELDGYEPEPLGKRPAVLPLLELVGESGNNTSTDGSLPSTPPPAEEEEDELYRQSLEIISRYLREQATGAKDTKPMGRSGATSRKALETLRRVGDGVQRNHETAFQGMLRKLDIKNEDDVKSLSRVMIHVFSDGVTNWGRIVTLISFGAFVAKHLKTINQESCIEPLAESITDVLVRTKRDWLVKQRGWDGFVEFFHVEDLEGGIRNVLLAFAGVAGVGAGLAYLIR
# Rab7 wt GTP bind = alters GTP binding to wildtype dog Rab7. GST-Rab7 beads, fluorescent GTP binding, flow cytometry; actives lie on both sides; untreated = 100%, excess cold GTP = 0%. GTP binding activity (percent of control), % at 10 µM. hit rate 0.055% among 190,000. AID 758;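 active = fluorescent GTP binding to Rab7 beads changed by at least 20 points from the 100% baseline, either direction, mostly lower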;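 note: median green fluorescence of bound Bodipy-FL-GTP per Rab7 bead population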
# Mcl1 Noxa PPI = disrupts binding of human Mcl-1 to Noxa peptide; TR-FRET Mcl-1/Noxa peptide binding, 2 h; inhibition, % at 21.7 µM; hit rate 1.5% among 220,000;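 active = compounds that cut the protein-peptide binding signal by more than 50% relative to plate controls in a single-dose test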;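 note: His-tagged Mcl-1 with rhodamine Noxa BH3 peptide and terbium anti-His antibody; 0% = Mcl-1 plus Noxa peptide wells and 100% = peptide-only wells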
# Cdc42 wt = modulators (inhibitors or activators) of GTP binding to human Cdc42 wildtype. P60953. GST-Cdc42 beads, Bodipy-GTP binding, flow cytometry; actives lie on both sides. percent activity (GTP binding), % at 10 µM. hit rate 0.2% among 190,000. AID 761;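 active = percent activity GTP binding at least 20 points away from the 100% baseline, either down as inhibitor or up as activator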;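 note: median bead fluorescence of bound Bodipy-FL-GTP at 100 nM; 0% = excess unlabeled GTP control and 100% = no compound control; below 100% means less GTP binding so inhibitor and above means activator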
# Target sequence (P60953 whole entry, looked up): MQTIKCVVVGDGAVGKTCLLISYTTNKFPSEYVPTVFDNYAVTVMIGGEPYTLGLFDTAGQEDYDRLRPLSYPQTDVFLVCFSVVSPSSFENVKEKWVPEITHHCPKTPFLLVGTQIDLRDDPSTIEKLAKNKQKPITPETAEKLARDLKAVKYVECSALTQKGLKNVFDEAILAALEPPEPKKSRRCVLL
# Pf gamet viab = inhibitors of late stage P. falciparum gametocyte viability | P. falciparum stage V gametocytes, ATP luminescence, 24 h | hit rate 0.065% among 150,000 | inhibition, % at 10.9 µM;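 active = inhibition above the mean plus 3 SD of compounds within the control limits, set per campaign, cut at about 38% in these data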;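 note: 0% = DMSO wells and 100% = medium only without gametocytes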
# Rab2 wt GTP = changes GTP binding to wildtype dog Rab2A, up or down; GST-Rab2 wt beads, Bodipy-GTP binding, flow cytometry; GTP binding activity, % at 10 µM; hit rate 0.19% among 190,000; AID 760;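 active = GTP binding activity at least 20 points away from 100%, either lowered or raised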;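 note: 0% = beads with excess unlabeled GTP and 100% = no-compound control corrected for plate trend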
# Rac1 act GTP bind = human Rac1 activated mutant GTP binding change | P63000 | GST-Rac1 activated beads, fluorescent GTP binding, flow cytometry; actives lie on both sides; 100% means binding = to untreated wells | percent activity (GTP binding), % at 10 µM | hit rate 0.11% among 190,000 | AID 764;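 active = GTP binding at least 20 percentage points away from the 100% baseline, in either direction, so actives lie on both sides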
# Avidin bead fluor = avidin bead compound fluorescence profile | Avidin beads, compound fluorescence 488/530 nm, flow cytometry; stronger effect = higher value | fluorescence (KMESF) at 10 µM | hit rate 0.38% among 220,000; in the data active = fluorescence above about 47; note: inactives centre near 10
# Mcl1-Bid inh = disrupts binding of human Mcl-1 to Bid peptide. hit rate 0.97% among 220,000. Q07820. inhibition, % at 21.7 µM. TR-FRET Mcl-1/Bid-Dy647 peptide binding, 1536-well;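 active = compounds that cut the binding signal by more than half at the single screening dose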;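 note: His-tagged Mcl-1 with europium anti-His antibody binding Bid BH3 peptide; 0% = Mcl-1 plus peptide wells and 100% = peptide-only wells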
# The depositor's hits bear a star; / = not tested or not shown; & = joins results of further samples.
SMILES,Rac1 wt GTP bind,HRas wt GTP,Mcl-1 Bim block,Rab7 wt GTP bind,Mcl1 Noxa PPI,Cdc42 wt,Pf gamet viab,Rab2 wt GTP,Rac1 act GTP bind,Avidin bead fluor,Mcl1-Bid inh
COc1cc(C(=O)NCC(=O)N/N=C/c2ccc(OC(=O)c3ccco3)cc2)cc(OC)c1OC,97,98,-1,106,5,95,9,97,94,5,-115
CC(=O)OCC[N+](C)(C)C,104&100,100&103,-1&-3,100&97,12&6,97&108,/,102&104,100&100,6,5&-7
O=C1c2ccccc2C(=O)N1CCCSc1nc2ccccc2o1,95,102,0,99,17,98,/,100,95,/,-3
N=c1n(CCN2CCOCC2)c2ccccc2n1Cc1ccccc1Br,105,101,0,102,11,98,/,103,101,8,-14
Cc1nc(Nc2nc(CSc3ccc(Cl)cc3)cc(=O)[nH]2)nc2ccccc12,98,100,-8,102,-24,99,-27,100,98,14,2
COc1cccc(C2C3=C(N=c4s/c(=C\c5cccc(O)c5)c(=O)n42)c2ccccc2CC3)c1OC (configuration not stated),102,100,-2,100,15,100,-14,98,99,18,-20
CC(=O)c1cc2c(cc1N)OCO2,98,98,1,95,9,99,-12,97,94,18,-112
COc1cc(/C=N/Nc2cc(C)nc(NS(=O)(=O)c3ccc(C)cc3)n2)ccc1O,89,92,4,95,37,98,11,88,96,11,-3
O=C(CN1C(=O)NC2(CCCCC2)C1=O)Nc1ccccc1Cl,96,97,1,95,3,100,/,98,96,27,5
Cc1cc(N2C3CCC2CC(O)(c2ccc(F)cc2)C3)nc(-c2ccccc2)n1 (configuration not stated),98,102,0,100,-14,100,/,98,97,8,11
COC(=O)CC1C(=O)NCCN1C(=O)CSc1nnnn1-c1ccc(Cl)cc1 (configuration not stated),97,96,0,96,2,98,-6,95,96,13,-2
CCn1c(C)nc2cc(C(=O)NNS(=O)(=O)c3c(F)cc(F)c(Cl)c3F)ccc21,96,96,0,103,7,93,-3,97,94,14,-2
CCC(N1CCOC1=O)S(=O)(=O)c1ccc(C)cc1 (configuration not stated),106,103,-3,99,13,104,/,102,100,9,2
COc1ccc(Oc2ncc(CN3CCN(c4ccccc4)CC3)s2)cc1,101,99,0,97,0,103,/,97,100,8,-17
O=C(Nc1nc2c(c(=O)[nH]1)CCCC2)C1CC1,101,96,0,101,-12,95,-11,98,99,12,-4
COc1cccc2c(=O)n(CC(=O)NC3CCCC3)ccc12,108,105,0,105,21,106,/,106,99,6,2
O=C(NCC1CCCO1)c1cc(-c2ccco2)nc2ccccc12 (configuration not stated),104,100,2,98,42,101,/,100,99,3,-53
COC(=O)c1cc(C#N)c(N2CCN(C)CC2)nc1C,100,97,0,96,1,94,0,96,95,12,8
O=C(Cc1ccccc1)NN1C(=O)C2C(C1=O)C1C=CC2C12CC2 (configuration not stated),105,104,0,102,3,102,3,105,103,18,-11
COc1cc(C2C(C(=O)c3ccco3)=C(O)C(=O)N2CCc2ccccc2)ccc1O (configuration not stated),101,100,-2,100,-2,99,/,101,99,10,-17
CS(=O)(=O)c1cnc(-c2ccccc2)nc1Oc1ccc(F)cc1,106,105,-1,101,5,103,6,103,101,4,-6
COc1cccc(/C=N/NC(=O)c2ccccc2N(Cc2ccccc2)S(=O)(=O)c2ccccc2)c1OC,102,97,1,99,-3,98,23,96,95,17,-1
CC(C)(C)NC(=O)CN1CCC(O)(c2ccc3c(c2)OCO3)CC1,107,103,-3,102,11,102,/,103,98,5,-44
CCCCC(=O)NC1(C(F)(F)F)NC(=O)N(Cc2ccccc2)C1=O (configuration not stated),89,93,0,98,3,94,-24,95,91,19,-15
CCCCNC(=O)c1ccc(CNS(=O)(=O)c2ccc(Br)cc2)cc1,98,98,0,97,-2,96,3,97,98,20,-6
CCN(CC)S(=O)(=O)c1ccc(N=NC2=C(O)CC(C)(C)CC2=O)cc1,104,101,-7,100,1,97,/,99,101,8,-34
CCN1c2ccccc2-c2nc3ccccc3n2C1c1ccccn1 (configuration not stated),103,101,4,102,11,102,/,100,101,6,-12
CCOC(=O)c1sc(=NC(=O)c2cccc(C)c2)n(C)c1C,102,96,-2,96,-9,99,/,99,99,10,-11
Cc1ccccc1C(=O)NC1CCN(C(=O)N(c2ccccc2)c2ccccc2)CC1,101,101,-4,100,-2,99,/,100,98,17,-23
COCCSc1ccccc1C(=O)N1CCN(Cc2ccc3c(c2)OCO3)CC1,101,100,-3,96,7,99,/,97,100,31,-29
COc1ccccc1OCC(=O)OCC(=O)Nc1ncc(Cl)cc1Cl,102,100,0,97,0,101,25,98,101,15,-17
Cc1[nH]nc2c1C1(CCC3(CC1)OCCO3)C(C#N)=C(N)O2,104,101,-2,99,2,100,14,101,101,12,-11
CCn1c(CN2CCCCCC2=O)nnc1SCc1cnc(-c2ccccc2)s1,102,103,-4,104,9,102,/,104,97,13,-40
COc1ccc(OCC(=O)N/N=C/c2ccc(OC)c(OC)c2C(=O)O)cc1,106,102,0,100,5,103,10,101,101,5,-13
CCCCOC(=O)CNc1nnc(SCC(=O)OCC)[nH]c1=O,102,100,-4,104,28,101,11,102,98,11,-13
Cc1ccccc1N=C1NN=C(c2ccccc2F)CS1,101,99,-3,99,17,98,-7,98,97,12,-9

# Shown with bars between the fields: 4 of the compounds above
mol | Rac1 wt GTP bind | HRas wt GTP | Mcl-1 Bim block | Rab7 wt GTP bind | Mcl1 Noxa PPI | Cdc42 wt | Pf gamet viab | Rab2 wt GTP | Rac1 act GTP bind | Avidin bead fluor | Mcl1-Bid inh
N=c1n(CCN2CCOCC2)c2ccccc2n1Cc1ccccc1Br | 105 | 101 | 0 | 102 | 11 | 98 | / | 103 | 101 | 8 | -14
Cc1nc(Nc2nc(CSc3ccc(Cl)cc3)cc(=O)[nH]2)nc2ccccc12 | 98 | 100 | -8 | 102 | -24 | 99 | -27 | 100 | 98 | 14 | 2
COc1cccc(C2C3=C(N=c4s/c(=C\c5cccc(O)c5)c(=O)n42)c2ccccc2CC3)c1OC (configuration not stated) | 102 | 100 | -2 | 100 | 15 | 100 | -14 | 98 | 99 | 18 | -20
CC(=O)c1cc2c(cc1N)OCO2 | 98 | 98 | 1 | 95 | 9 | 99 | -12 | 97 | 94 | 18 | -112

# The list continues:
SMILES,Rac1 wt GTP bind,HRas wt GTP,Mcl-1 Bim block,Rab7 wt GTP bind,Mcl1 Noxa PPI,Cdc42 wt,Pf gamet viab,Rab2 wt GTP,Rac1 act GTP bind,Avidin bead fluor,Mcl1-Bid inh
C1CCN(c2c3c(nc4nnnn24)CCCC3)CC1,102,103,-2,98,-18,105,/,101,102,11,-1
O=C(c1cc2c(ccc3ccccc32)oc1=O)N1CCN(CCO)CC1,103,102,-2,100,28,102,/,102,100,25,0
CCOCCn1c(-c2ccc(OC)cc2)nc2ccccc21,101,100,4,104,1,100,/,101,97,17,-2
O=C(COc1ccccc1Cl)NC(=S)Nc1cccc(NC(=O)c2ccccc2Cl)c1,96,98,-2,101,8,97,-19,99,99,18,-32
O=C(CSc1cccc2cccnc12)NCc1ccco1,103,102,2,103,10,103,1,101,99,6,-1
O=C(Nc1cccc(NC(=O)C2CCCO2)c1)c1ccco1 (configuration not stated),97,98,0,103,-3,96,2,99,96,10,-12
COC(=O)c1cc(COc2ccc3c(c2)oc(=O)c2ccccc23)c(C)o1,102,105,-3,96,21,106,22,106,100,14,21
CCOc1ccc(N2C(=O)CC(Sc3nnnn3-c3ccccc3)C2=O)cc1 (configuration not stated),99,96,2,91,27,93,0,95,96,7,-20
CCCCCn1c(=O)[nH]c2c(c1=O)CCC2,101,96,-3,100,8,99,-23,96,98,23,-13
CCO/N=C(/C)c1c(O)cc(C(C)(C)C)n(-c2ccccc2)c1=O,100,99,-2,100,12,98,/,99,98,13,-26
CC(NC(=O)c1sc2cc([N+](=O)[O-])ccc2c1Cl)C(C)(C)C (configuration not stated),103,100,-14,100,7,102,-19,101,100,2,8
CC(Cl)C(=O)NNc1cccc(Cl)n1 (configuration not stated),103,103,0,98,26,104,-17,104,99,13,1
COc1ccc(C(=O)CN2CCN(S(=O)(=O)c3cccc([N+](=O)[O-])c3)CC2)cc1,103,101,-8,102,-1,106,11,100,101,7,-12
CC(C)(C)C(=O)NC1CCN(C(=O)N2CCCC2)CC1,96,95,-6,92,22,98,7,93,92,10,-7
CCOc1ccc2[nH]c(C)c(CN3CCN(C)CC3)c(=O)c2c1,103,105,2,99,12,106,-2,106,103,7,2
Cc1ccc(/C=C/C(=O)OCc2nc(N)nc(Nc3ccccc3C)n2)o1,90,97,-2,101,9,86,-12,91,84,26,-22
COc1ccc(C2C(C(=O)c3sc(C)nc3C)=C(O)C(=O)N2CCCn2ccnc2)cc1OC (configuration not stated),96,97,-2,98,20,99,-6,99,95,10,-123
CCC(C)NC(=O)CSc1nnc(-c2cc(-c3ccc(C)cc3)nc3ccccc23)n1N (configuration not stated),107,97,-2,98,10,99,-9,99,101,7,2
CCOC(=O)C1(C)/C(=N/Nc2ccc(S(N)(=O)=O)cc2)C(=O)C(=O)N1c1ccccc1 (configuration not stated),89,87,0,90,17,89,6,90,88,15,-4
CCc1cc2cc(C)ccc2nc1SCC(=O)N1CCN(C(=O)c2ccco2)CC1,111,102,3,103,11,102,17,103,101,7,-14
C=CCOc1ccc(CNCCO)cc1OCC,104,100,-2,103,20,98,-16,97,97,5,1
CC1(C)Cc2c(sc3nc4n(c(=O)c23)CCC4)CO1,103,103,-1,101,7,105,/,104,100,11,-11
Cc1ccc(N2C(=O)[C@@H]3[C@H](C2=O)C2CCCN2[C@@H]3C(=O)c2ccccc2)cc1 (some centres not stated),107,102,0,104,24,102,18,102,100,35,-8
COc1cc(NC(=O)c2c3c(nc4ccccc24)CCC3)cc(OC)c1,99,98,-2,99,7,97,16,98,97,8,5
CN=CC1=C(O)CC(C)(C)CC1=O,98,96,0,93,10,99,8,95,99,11,-15
O=C(COc1ccc2c(c1)CCC2)N1CCN(c2cccc(C(F)(F)F)c2)CC1,93,95,-4,96,-5,92,/,92,94,14,-20
COc1ccccc1C1C2=C(N=C3SCC(=O)N31)c1ccccc1CC2 (configuration not stated),101,100,-3,97,10,101,1,100,99,19,-52
O=C1CC(c2ccsc2)c2cc3c(cc2N1)OCCO3 (configuration not stated),100,100,3,98,11,96,/,101,96,5,-2
CC1=CC(=O)C(C(C)C)=C/C1=N/OC(=O)c1cccc([N+](=O)[O-])c1,104,101,-2,100,0,100,/,101,99,13,-21
COc1cccc(OCCOCCNCCO)c1,104,105,1,107,9,103,/,104,97,23,-3
CC1C(=O)CCCCCCCCCC2C1(N1CCOCC1)CS2(=O)=O (configuration not stated),108,103,0,102,26,104,13,101,100,4,-15
Cc1ccc2cc(C#N)c(SCC(=O)NCC3CCCO3)nc2c1 (configuration not stated),99,99,0,97,31,96,16,97,95,18,-6
Nc1[nH]ncc1-c1ccccc1,98,96,-2,100,-17,96,/,95,99,11,-33
Cc1cnc(C(=O)OCC(=O)Nc2cc(Cl)cc(Cl)c2)cn1,97,96,0,96,-7,97,8,93,95,7,-7
O=c1c2ccccc2nnn1CCN1CCOCC1,98,97,-3,104,-2,95,19,99,96,5,-27

# Screening data (PubChem BioAssay)
